Glioma ERSR ind: qHTS for Inducers of the Endoplasmic Reticulum Stress Response (ERSR) in Human Glioma: qHTS; Potency, µM, for the others: at the highest dose activation, most hits filed as activators; 420,000 compounds, 0.02% hits; U87-MG GRP78 promoter luciferase reporter, 16 h; also: potency is read from the fitted curve at half-maximal effect; series mostly up to about 76 µM; % of control where 0% means no effect; nearly all actives have a fitted effect of over 35% in size
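ERSR induction read as luciferase luminescence (Bright-Glo, 10 min at room temperature) in stably transfected human U87-MG glioma cells exposed to compounds for 16 h, using GRP78 as sensor.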
LDHA block: qHTS assay for inhibitors of human lactate dehydrogenase. 480,000 compounds, 0.15% hits. AID 1347041, 2019. activity change, % (values are at about 110 or 230 µM). purified LDHA, NADH/diaphorase-resazurin fluorescence; active compounds read low; in the data active = activity change below about -30%; inconclusive = mostly about -25% to -30%;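 also: plate controls were DMSO wells for no effect and wells without enzyme for full effect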
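Enzyme activity of human lactate dehydrogenase 5 (2 nM; 0.06 mM NADH, 0.2 mM pyruvate, 5 min, RT) is measured via a resazurin/diaphorase fluorescence readout of residual NADH.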
Vif-APOBEC3G blk: qHTS for Inhibitors of Vif-A3G Interactions: qHTS; HeLa A3G-eYFP + Vif (tagged APOBEC3G with the HIV-1 protein that degrades it), YFP fluorescence, overnight; Potency, µM (top dose mostly 46.1 µM), for the others: top-dose activity, negative = active, actives largely listed as inhibitors; 410,000 compounds, 0.076% hits; AID 602310, 2012;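 also: potency is read from the fitted curve at half-maximal effect; % is scaled to controls: 0 for no effect and ±100 for the full control effect; nearly all actives have a fitted effect of over 60% in size; hits raise eYFP signal because A3G escapes Vif-driven loss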
Target sequence (Q9HC16 whole entry, looked up): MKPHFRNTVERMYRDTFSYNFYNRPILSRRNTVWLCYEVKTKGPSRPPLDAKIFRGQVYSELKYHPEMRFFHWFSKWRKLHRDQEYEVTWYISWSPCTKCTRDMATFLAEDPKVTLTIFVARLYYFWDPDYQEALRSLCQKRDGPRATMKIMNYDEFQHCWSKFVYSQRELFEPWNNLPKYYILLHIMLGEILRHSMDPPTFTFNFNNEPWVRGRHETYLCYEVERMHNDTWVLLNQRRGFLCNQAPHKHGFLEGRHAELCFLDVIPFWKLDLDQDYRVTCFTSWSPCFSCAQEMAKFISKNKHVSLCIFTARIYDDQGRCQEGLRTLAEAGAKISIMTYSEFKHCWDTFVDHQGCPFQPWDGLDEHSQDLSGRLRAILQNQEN
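HeLa cells stably expressing Vif and C-terminally eYFP-tagged A3G, seeded overnight at 37 deg C, then exposed to compound by pintool overnight at 37 deg C. Rise in yellow fluorescence (Ex 488/Em 500-530, Acumen) marks blocked Vif-driven A3G degradation.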
Active calls of the source: *; ? = inconclusive. Unless noted, calls follow the shape of the dose curve; as a rule, active = well fitted curve in the direction sought with a large enough effect; inconclusive = small, poorly fitted or top-dose-only effect, or another doubt; inactive = no such curve, though single readings can be large; an effect the other way counts as inactive or inconclusive.

SMILES	Glioma ERSR ind	LDHA block	Vif-APOBEC3G blk
N#Cc1ccc(S(=O)(=O)N2CCCCC2c2cc(C(=O)NCc3cccnc3)no2)cc1 (centres undefined)	-1.7%	-7.9	-3.4%
Cc1cc(C)cc(Cn2c3ccc(NC(=O)NCc4ccccc4)cc3c(=O)n2C)c1	-0.3%	1.4	-3.8%
Cc1ccccc1-c1csc(C(C)(O)c2ccccc2)n1 (centres undefined)	-0.5%	-1.1	-2.3%
FC(F)C(F)(F)Oc1cccc(Nc2nccn3c(-c4cccc5ccccc45)cnc23)c1	-4.3%	-9.2	-21.2%
COc1ccc(NC(=O)c2cc(-c3cc(Cl)ccc3C)n[nH]2)c(OC)c1	-3.6%	-6.5	-6.7%
COc1ccccc1-c1cc(NC(C)=O)c2ncc(-c3ccc(S(C)(=O)=O)cc3)n2c1	-2.0%	1.4	-12.8%
C=C1C2=C(C(=O)N1OC)[C@@H](O)[C@@](C)(O)[C@@H](CCCCC)O2	-4.9%	8.4	-18.8%
O=C(CC[C@H]1O[C@@H](n2ccc(=O)[nH]c2=O)[C@H](O)[C@@H]1O)N1CCN(Cc2cccc3ccccc23)CC1	-2.7%	-3.0	-0.8%
COc1ccccc1-c1cc2c(c3c1ccn3C)C1CCC2C1 (centres undefined)	-1.9%	-2.3	-6.6%
COc1ccc(-c2nc3c(C)cc(Br)cn3c2CC(C)(C)C)cc1OC	-4.1%	-0.5	-3.5%
CC1(C(=O)NS(=O)(=O)c2ccccc2)CCN1C(=O)c1ccccc1 (centres undefined)	-0.4%	-18.6	-2.5%
CN1OC[C@@H]2CN(C(=O)c3cccc4ccccc34)[C@H](c3ccccc3Br)C[C@@H]21	-2.9%	-9.0	-2.8%
CC1(Cc2cccc(C#N)c2)C(=O)Nc2c(Cl)cccc21 (centres undefined)	-2.4%	-6.8	-3.2%
CC(=O)c1ccc(OC2(C)CCN(Cc3ccc(OC(F)(F)F)cc3)C2)cc1 (centres undefined)	-2.1%	-3.2	-3.0%
CC1(C(=O)Nc2cccc(OC(F)(F)F)c2)Cc2c(-c3cccc(C(F)(F)F)c3)ccnc2O1 (centres undefined)	0.0%	3.2	-14.2%
CCc1nc2c(OCc3ccc(F)c(F)c3)cccn2c1N(C)C(=O)c1ccc(OC)cc1	-0.2%	0.5	-3.4%
Cc1ccc(F)cc1-c1cc(C(=O)NCc2cc(C(F)(F)F)cc(C(F)(F)F)c2)[nH]n1	-2.3%	-5.4	-6.6%
COc1ccc(C(C)(O)c2nc(-c3cc(F)cc(F)c3)cs2)cc1 (centres undefined)	-6.7%	0.7	-18.5%
CCOC(=O)C1=C[C@@H](CC)N(S(=O)(=O)c2ccc(C)cc2)[C@H]1c1ccccc1	0.2%	-1.5	-2.5%
CS(=O)(=O)c1ccc(Nc2nc(C(N)c3ccccc3)cs2)cc1 (centres undefined)	-2.0%	-1.0	-0.6%

The list goes on, starting with the last 3 of the part before.
SMILES	Glioma ERSR ind	LDHA block	Vif-APOBEC3G blk
COc1ccc(C(C)(O)c2nc(-c3cc(F)cc(F)c3)cs2)cc1 (centres undefined)	-6.7%	0.7	-18.5%
CCOC(=O)C1=C[C@@H](CC)N(S(=O)(=O)c2ccc(C)cc2)[C@H]1c1ccccc1	0.2%	-1.5	-2.5%
CS(=O)(=O)c1ccc(Nc2nc(C(N)c3ccccc3)cs2)cc1 (centres undefined)	-2.0%	-1.0	-0.6%
CN(Cc1ccccc1)C(=O)c1ccc(Nc2nc(C(N)COCc3ccccc3)cs2)nc1 (centres undefined)	-4.9%	-10.1	-13.5%
O=C(Nc1ccccc1)c1cc(C2CCCCN2C(=O)OCCF)on1 (centres undefined)	0.8%	-11.4	3.4%
CC(C)C(=O)N1CCCC1(C)C(=O)N(C)Cc1cccc2ccccc12 (centres undefined)	-1.8%	3.1	-0.9%
CCNC(=O)C1(C)CCCN1C(=O)c1ccc2c(c1)OCO2 (centres undefined)	-1.9%	-6.3	0.1%
COc1cccc(Cn2c3ccc(NC(=O)Cc4cc(OC)ccc4OC)cc3c(=O)n2C)c1	-3.7%	-8.6	?
C=CCN(CC=C)Cc1cc(=O)oc2cc(C)cc(C)c12	1.4%	2.4	-2.8%
CC1(C(=O)Nc2cnc3ccccc3c2)CCN1Cc1cc2ccccc2o1 (centres undefined)	-1.1%	4.2	-10.8%
NC(c1ccccc1)c1csc(NC(=O)Nc2cccc(Cl)c2)n1 (centres undefined)	-10.2%	-17.4	-1.1%
CC(O)(c1cccc(F)c1)c1nc(-c2cccc3cccnc23)cs1 (centres undefined)	-1.6%	-1.2	-4.1%
O=C1CCCN1CCCNc1nc(NCc2ccccc2)nc2ccsc12	?	-7.6	-1.3%
Cn1c(NCc2cccnc2)nc2cc(-c3ccc(F)cc3)sc2c1=O	6.2%	-2.6	-3.2%
CCCCNC(=O)C1(C)CCC(=O)N1c1cc(C(C)(C)C)nn1C (centres undefined)	-3.8%	-8.8	-1.6%
Cc1cccc(CN2CCN(C3CN(C4CCCCC4)S(=O)(=O)C3)CC2)c1 (centres undefined)	-3.1%	-3.0	-0.6%
COc1ccc(C(=O)N2CCCC(c3cc(C(=O)NCc4cccnc4)no3)C2)cc1 (centres undefined)	-3.4%	-1.6	1.3%
Cn1c(NCc2cccnc2)nc2cc(-c3cccc(C(F)(F)F)c3)sc2c1=O	-4.7%	-3.8	1.6%
CN(Cc1ccco1)C(=O)CC[C@H]1O[C@@H](n2ccc(=O)[nH]c2=O)[C@H](O)[C@@H]1O	-4.4%	-3.3	0.5%
COCCNC(=O)C1CCCN(C(=O)c2cc(C)nn2C(C)(C)C)CC1 (centres undefined)	0.5%	-0.8	-4.7%
C=CCNc1nc(NCc2cccc(OC)c2)c2sc(-c3ccccc3)cc2n1	-1.4%	-6.0	-9.2%
c1coc(-c2cc3nc(NCc4ccc5c(c4)OCO5)ccn3n2)c1	7.2%	-1.7	-8.4%
C=CCNc1nc2cc(-c3ccc(C(=O)N4CCOCC4)cc3)sc2c(=O)n1C	0.8%	-3.1	?
CCCCNC(=O)C1(C)CCN1C(=O)c1ccc2ccccc2n1 (centres undefined)	-1.9%	-3.1	-0.9%
CC1(C(=O)NS(=O)(=O)C2CC2)CCCN(C(=O)c2ccco2)C1 (centres undefined)	-5.2%	-9.2	1.1%
COC(=O)c1ccc2nc(-c3ccc(C)cc3)c(Cc3ccsc3)n2c1	-2.6%	0.7	?
CCOC(=O)C1(C)CCN1C(=O)c1cc(F)cc(F)c1 (centres undefined)	-0.9%	-4.1	2.5%
CCCCN(CCCC)Cc1cc(=O)oc2cc(C)c(Cl)cc12	1.9%	0.7	-22.7%
CC1(C(=O)NS(=O)(=O)c2ccccc2Cl)CCN1C(=O)c1ccccc1CCc1ccccc1 (centres undefined)	-1.1%	-5.1	-3.8%
CC1(C(=O)NS(=O)(=O)c2ccc(Br)cc2)CCN1C(=O)C1CCCCC1 (centres undefined)	-1.1%	-3.9	0.9%
COc1ccccc1CNc1nc(NCc2ccc(NC(C)=O)cc2)c2sccc2n1	-6.4%	1.0	?
COCCNC(=O)C1CCCN(C(=O)C2(c3ccc(Cl)cc3)CCCC2)CC1 (centres undefined)	-3.4%	-8.0	0.8%
CCOc1ccc2nc(S(=O)(=O)NC(=O)C3(C)CCN3C(=O)c3cccc(F)c3)sc2c1 (centres undefined)	-2.3%	-24.1	-4.1%
COc1cc(CNC(=O)Nc2nc(C(N)Cc3ccc(C(F)(F)F)cc3)cs2)cc(OC)c1OC (centres undefined)	-9.7%	-10.3	-0.7%
CN(C)c1ncnc2c1ncn2[C@H]1CN(C2CCCC2)C[C@@H](CO)O1	-4.7%	3.0	1.9%
CCCNC(=O)C1(C)CCN(C(=O)c2cc(C)nn2C(C)(C)C)C1 (centres undefined)	-2.6%	-12.0	-0.6%
C=CCOc1cccn2c(N(C=O)Cc3ccccc3)c(CC)nc12	-4.4%	0.0	-1.3%
COc1ccc(C(N)c2csc(Nc3nncc4ccccc34)n2)cc1 (centres undefined)	-3.5%	-7.0	-17.0%
COc1ccc(NC(=O)C2Cc3c(-c4ccccc4)ccnc3O2)cc1OC (centres undefined)	-2.2%	-7.0	-7.7%
CN(Cc1ccc2c(c1)CCCN2C)C(=O)[C@H]1O[C@@H](n2ccc(=O)[nH]c2=O)[C@H](O)[C@@H]1O	-2.2%	1.9	-1.6%
OC[C@@H]1CN(Cc2ccc(-c3ccccc3)cc2)C[C@H](n2cnc3c(NC4CC4)ncnc32)O1	2.7%	-1.0	0.0%
COc1cccc(-c2cnc3c(NC(C)=O)cc(-c4cccc(C(=O)NCCN(C)C)c4)cn23)c1	-3.2%	-4.9	-9.7%
CC1(C(=O)NS(=O)(=O)c2ccc(C#N)cc2)CCN1C(=O)Cc1ccc(Cl)cc1Cl (centres undefined)	-3.5%	-8.0	-1.9%
OC(c1ccccc1)c1nc(-c2cccc(F)c2)cs1 (centres undefined)	-0.5%	-1.6	0.2%
COc1cccc(C(O)c2nc(-c3ccc(F)cc3OC)cs2)c1 (centres undefined)	-4.0%	3.4	-26.4%
CCCc1ccc2c(C(F)(F)F)cc(C(F)(F)F)cc2n1	-3.4%	-6.2	-1.2%
CC(C)(C)Cc1c(-c2ccc(Cl)cc2)nc2c(Cl)cc(C(F)(F)F)cn12	-5.3%	0.6	-1.6%
CC(=O)Nc1cc(-c2ccccc2N(C)C)cn2c(-c3ccccc3)cnc12	5.3%	3.7	-14.5%
Cc1ccc(Cc2c(-c3ccc(C#N)cc3)nc3c4ccccc4ccn23)cc1	0.5%	-1.7	-1.6%
CSc1ccc(CN2CCC2(C)C(=O)Nc2ccc(C)c(O)c2)cc1 (centres undefined)	-1.1%	-3.2	-0.5%
CCNC(=O)C1(C)CCCN1Cc1c(F)cccc1F (centres undefined)	-2.0%	-8.4	-0.3%
CN(C)Cc1ncccc1Oc1nc2cc(-c3cccc(Cl)c3)sc2c(=O)n1C	-3.3%	5.7	-4.5%
CCN(CC)c1c(C)nc2ccc(C(=O)Nc3cc(-c4ccccc4)ccc3OC)cn12	-4.5%	-0.6	-4.2%
O=C(NCc1ccccc1)c1cc(C2CCCCN2C(=O)CCc2ccccc2)on1 (centres undefined)	-1.6%	-7.8	3.3%
CC(C)NC(=O)C1(C)Cc2c(-c3cccc(C(N)=O)c3)ccnc2O1 (centres undefined)	4.8%	0.0	1.8%
C=Cc1ccc(Cn2c(C)c(C(=O)NCc3ccccc3C(F)(F)F)sc2=O)cc1	-1.2%	-1.7	-1.1%

4 compounds already listed, sorted by SMILES length, descending:
SMILES	Glioma ERSR ind	LDHA block	Vif-APOBEC3G blk
CN(C)Cc1ncccc1Oc1nc2cc(-c3cccc(Cl)c3)sc2c(=O)n1C	-3.3%	5.7	-4.5%
CSc1ccc(CN2CCC2(C)C(=O)Nc2ccc(C)c(O)c2)cc1 (centres undefined)	-1.1%	-3.2	-0.5%
COc1cccc(C(O)c2nc(-c3ccc(F)cc3OC)cs2)c1 (centres undefined)	-4.0%	3.4	-26.4%
CCCc1ccc2c(C(F)(F)F)cc(C(F)(F)F)cc2n1	-3.4%	-6.2	-1.2%

Looked up by structure from the list above, 6 records:
SMILES	Glioma ERSR ind	LDHA block	Vif-APOBEC3G blk
CCNC(=O)C1(C)CCCN1Cc1c(F)cccc1F (centres undefined)	-2.0%	-8.4	-0.3%
CC(=O)Nc1cc(-c2ccccc2N(C)C)cn2c(-c3ccccc3)cnc12	5.3%	3.7	-14.5%
CN(C)Cc1ncccc1Oc1nc2cc(-c3cccc(Cl)c3)sc2c(=O)n1C	-3.3%	5.7	-4.5%
COc1cccc(C(O)c2nc(-c3ccc(F)cc3OC)cs2)c1 (centres undefined)	-4.0%	3.4	-26.4%
O=C(NCc1ccccc1)c1cc(C2CCCCN2C(=O)CCc2ccccc2)on1 (centres undefined)	-1.6%	-7.8	3.3%
CCCc1ccc2c(C(F)(F)F)cc(C(F)(F)F)cc2n1	-3.4%	-6.2	-1.2%

Compound activity: PubChem, National Center for Advancing Translational Sciences (NCATS)

Not all compounds are listed, so the mix of outcomes need not match the whole.
